# TTR transcr act: increases transthyretin transcription; SH-SY5Y TTR promoter Gaussia luciferase, luminescence; 100% = recombinant luciferase protein wells; activation, % at 16.7 µM; 1.3% of 92,000 active; AID 1117267;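 active = activation above the mean of all tested compounds plus 3 SD, cut at about 9.5% in these data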;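 also: cells exposed to compounds for one day before reading; 0% = median of all test compound wells on the plate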
# * = called active by the depositor. This is a subset. The share of hits here may be higher or lower than overall.
TTR transcr act	smiles
5.7	COc1ccc(OC)c(CN2C(=O)CSCC2(C)c2nnnn2C2CCCC2)c1 (stereo not drawn)
-3.2	O=C(NCc1ccccc1)C1=C[C@H](c2ccccc2)C[C@H](OCc2ccc(CO)cc2)O1
4.4	Cc1cccc(NC(=S)NC(=O)C(c2ccccc2)c2ccccc2)n1
-0.9	C#CCNC(=O)c1cnn(-c2ccccc2)c1N
-0.1	CC(C)(C)NC(=O)CCCCCCCC(=O)NC(C)(C)C
-3.4	CC(C)(C)C(=O)Nc1ccc(C(=O)N/N=C/c2ccccc2OC(=O)c2ccccc2)cc1
0.8	Cc1ccc(NC(=O)CNC(=O)COc2ccccc2)nc1
2.6	Cn1nnnc1SCC(=O)Nc1ccccn1
-1.8	C(=N\N1CCN(c2ccccn2)CC1)/c1cccc2ccccc12
0.5	CS(=O)(=O)N1CCN(C(=O)CCc2ccccc2)CC1
3.6	CCC1(c2ccc(F)cc2)NC(=O)N(CC(=O)N2c3ccccc3NC(=O)CC2C)C1=O (stereo not drawn)
-2.5	Cc1ncoc1C(=O)Nc1ccc(Oc2ccccc2)cc1
3.0	Cc1ccc(C(=O)NC(=S)NNC(=O)CC#N)cc1
-1.2	CCn1c(SCC(=O)NC2CCCC2)nnc1-c1ccncc1
-1.6	CCOC(=O)c1ccc(NC(=O)CSCc2ccco2)cc1
3.1	O=C(O)CCC(=O)N1CCN(c2ccc(C(=O)c3ccc(F)cc3)cc2)CC1
-0.3	O=C(Nc1nc2ccccc2s1)C1CC(=O)N(c2ccc(F)cc2)C1 (stereo not drawn)
0.3	O=C(c1ccccc1)N1CCC2(CC1)NCCc1[nH]cnc12
0.4	O=C(CSc1nnc(Cc2ccccc2)o1)N1CCc2ccccc21
-3.1	CSc1nncc(/C(C)=N\Nc2cccc(C)c2)n1
0.2	Cc1ccc(CNC(=O)c2ccc(CS(=O)Cc3ccccc3Cl)o2)cc1 (stereo not drawn)
-0.7	Nc1cnn(Cc2ccc(F)cc2)c1
0.6	CCOC(=O)c1c(N=CN(C)C)c(C#N)n2c1CCC2
1.4	O=C(NC1CCCCN(Cc2ccc(Cl)cc2)C1=O)c1ccc(F)cc1 (stereo not drawn)
-0.4	CCNc1c(NS(=O)(=O)c2ccc(C3CCCCC3)cc2)c(=O)oc2ccccc12

# 3 entries out of the list above, sorted by the number in TTR transcr act, rising.
mol | TTR transcr act
Cc1ccc(CNC(=O)c2ccc(CS(=O)Cc3ccccc3Cl)o2)cc1 (stereo not drawn) | 0.2
Cc1ccc(C(=O)NC(=S)NNC(=O)CC#N)cc1 | 3.0
CCC1(c2ccc(F)cc2)NC(=O)N(CC(=O)N2c3ccccc3NC(=O)CC2C)C1=O (stereo not drawn) | 3.6

# Following part
TTR transcr act	smiles
0.2	CCCc1cc(=O)[nH]c(SCC(=O)Nc2ccc([N+](=O)[O-])cc2C#N)n1
0.1	Cc1cc2nc(C3CCCCC3)c(Cc3cccc(Cl)c3)n2c(C)c1Br
-2.3	C=CCNC(=S)N/N=C/c1ccc(OCc2ccccc2)cc1
0.0	O=C(NC(=O)N1CCN(c2ccccc2)CC1)c1ccc(Cl)cc1
-0.5	CCn1c(CNC(=O)c2cc(OC)c(OC)c(OC)c2)cc2ccccc21
0.7	Cc1cc(C)c(S(=O)(=O)c2ccccc2C)c(OCC(C)(C)C)n1
-1.6	O=C(O/N=C(\c1ccccc1)c1ccncc1)c1ccccc1Cl
-2.9	C=CC[C@H](CC(=O)N(CCO)Cc1ccccc1)C(=O)N[C@H](C)COC(=O)[C@@H](CC=C)CC(=O)OC(C)(C)C
-0.4	Cc1ccc(S(=O)(=O)N(C)c2c(C)ccc(S(=O)(=O)N3CCN(C)CC3)c2C)cc1
0.1	Cc1cccc(-c2nc3ccccc3c(=O)n2NC(=O)c2ccc([N+](=O)[O-])c(C)c2)c1
-1.7	COC(=O)c1c(NC(=O)CC2NCCNC2=O)sc2c1CCCC2 (stereo not drawn)
0.5	COC(=O)c1ccc(NC(=O)CNC(=O)c2sc3ccccc3c2Cl)cc1
-0.1	Cc1ccc(S(=O)(=O)NCC(=O)OCC(=O)Nc2cccc(S(=O)(=O)NC3=NCCCCC3)c2)cc1
1.1	O=C(OCc1cn([C@@H]2C[C@H](c3ccc(Cl)cc3)N(CC3CCCCC3)C[C@H]2O)nn1)c1ccccc1
0.1	CCN(CCCNC(=O)C1CCN(S(=O)(=O)CC)CC1)c1ccccc1
1.5	Cc1ccc(S(=O)(=O)N2[C@H](C(C)C)[C@H]3[C@H]4C(=O)N(c5ccccc5)C(=O)[C@H]4CC(=O)[C@H]3[C@@H]2c2ccccc2)cc1
0.4	Cc1nn(Cc2ccc(Cl)cc2Cl)c(Cl)c1/C=C/C(=O)OCC(=O)NCC(F)(F)F
0.5	Cc1noc(C)c1CSCC(=O)Nc1nc2ccc(Oc3ccccc3)cc2s1
-1.8	Cc1n[nH]c(C)c1S(=O)(=O)N1CCCC(C(=O)NCc2cccs2)C1 (stereo not drawn)
0.2	CCc1c(C)nc2ncnn2c1N1CCCC(C(=O)NCCc2ccc(OC)cc2)C1 (stereo not drawn)
-13.1	COc1ccc(C)cc1Nc1n[n+](-c2ccccc2)c(-c2c(OC)ccc3ccccc23)s1
-1.6	COc1ccc(Cn2c(C)nc3c(c(=O)c4ccccc4n3C)c2=O)cc1
2.3	COc1ccc(NS(=O)(=O)c2ccc(Cl)s2)cn1
-2.2	COc1c(O)ccc(/C=C(\C#N)c2nc3ccccc3[nH]2)c1[N+](=O)[O-]
2.3	Cc1cccc(C(=O)Nc2cc(OCc3cccc(F)c3)c(Cl)cc2Cl)c1
0.3	Cc1cc(OC(=O)Nc2ccccc2)ccc1Cl
-4.2	C=CC[C@@H](CC(=O)N[C@H](CO)Cc1ccccc1)C(=O)N[C@H](COC(=O)[C@@H](CC=C)CC(=O)OC(C)(C)C)Cc1c[nH]c2ccccc12
0.3	COc1cc(/C=C/c2cccc[n+]2C)ccc1OCC(=O)Nc1ccccc1C
6.4	CCOC(=O)C1CCN(C(=O)Cc2c(C(=O)O)n(C)c3ccccc23)CC1
-1.8	CSc1ccccc1NC(=O)CN(C)CC(=O)c1[nH]c(C)c(C(C)=O)c1C
-0.3	COc1cc(/C=C/C(=O)O)cc(S(=O)(=O)Nc2ccccc2Oc2ccccc2)c1OC
5.2	COc1ccccc1NC(=O)/C(C#N)=C/C=C/c1ccco1
2.5	c1nc(NCC2CCCO2)c2cc(-c3ccc4c(c3)OCO4)ccc2n1 (stereo not drawn)
4.8	CC(=O)NC(CC(=O)Nc1nc(C)cs1)c1ccccc1 (stereo not drawn)
-1.5	CSc1nnc(-c2sccc2OCc2ccccc2)n1C
0.8	CCOC(=O)CC[C@H](NC(=O)[C@@H]1CC=C[C@@H]2CCN(Cc3ccc(Cl)cc3)C(=O)[C@@H]21)C(=O)OCC
-1.2	COc1ccc(O)c(C(=O)c2cnn(-c3ccccc3)c2)c1
-2.5	COc1ccc(C(=O)Nc2cccc(-c3cc4ccccc4oc3=O)c2)cc1[N+](=O)[O-]
4.9	CCOc1ccc(CSC(=N)N)cc1Cl
0.4	CCCNS(=O)(=O)c1cccc(C(=O)NNC(=O)c2cc(C)oc2C)c1
10.7*	CN(C)C=Nc1nonc1-c1ccccc1
-0.6	Cc1ccc(S(=O)(=O)N2CCOCC2)cc1C(=O)NCc1cccnc1
-0.3	Cc1nc2ccc(C(=O)N3c4ccccc4N=C(c4ccc5c(c4)OCO5)C3C(=O)NCc3ccccc3)cc2[nH]1 (stereo not drawn)
1.6	CCCCC1=CC2=CC(=O)C(C)(OC(=O)CC)C(=O)C2=CN1CCc1ccc(Br)cc1 (stereo not drawn)
-0.3	CCOC(=O)c1cc(NC(=O)CN2CCCC2)cc(C(=O)OCC)c1
1.9	CCCCn1nnnc1C1(C)CCC(=O)N1Cc1ccc(OC)c(OC)c1 (stereo not drawn)
-0.4	CCCCCCCCN1C(=O)[C@@H](CC(=O)NCCc2ccccc2OC)C[C@@]2(C(=O)OC)C1=C[C@H](C(C)C)O[C@@H]2C1CC1
-0.1	O=C(CSc1nnc(Cn2nnc3ccccc32)o1)Nc1ccc(Cl)cc1
1.3	CC(C)CC(=O)Nc1cccc(C(=O)Nc2ccccc2C(=O)O)c1
-0.5	Cc1nnc(SCC(=O)O)o1

# Shown as a hit in TTR transcr act (from the list above):
TTR transcr act	smiles
10.7*	CN(C)C=Nc1nonc1-c1ccccc1

# Carrying on.
TTR transcr act	smiles
-2.3	CN(c1ccccc1C(=O)Nc1ccc2c(c1)OCCO2)S(C)(=O)=O
1.1	CC1(C)SC(=S)N(c2ccccc2)C1/[N+]([O-])=C/c1cccc([N+](=O)[O-])c1 (stereo not drawn)
-2.2	CCc1ccc(-n2ncc(Cl)c(Oc3ccc(OC)cc3)c2=O)cc1
0.2	Cc1ccc(NS(=O)(=O)c2ccc3c(c2)CCN3C(=O)CCC(=O)O)cc1Cl
-0.6	COc1ccc(N=C2NC(=O)CS2)c([N+](=O)[O-])c1
0.7	Cc1ccc(C)c(NC(=O)Cn2cnc3c(oc4ccccc43)c2=O)c1
-0.6	CCCCCCCCN1C(=O)[C@@H](CC(=O)NCCCN2CCCC2=O)C[C@@]2(C(=O)OC)C1=C[C@H](C(C)C)O[C@@H]2C1CC1
-0.7	Cc1ccc(C(=O)Nc2cccc(C(=O)NC3CCCC3)c2)cc1
6.5	CCn1c(CNC(=O)c2ccc(OC)c(OC)c2)nnc1SCC(=O)Nc1ccccc1
4.6	COc1cccc(NC(=S)N(Cc2ccc(Cl)cc2)Cc2ccc(C(=O)O)cc2)c1
-5.1	c1ccc(-c2csc3ncnc(NCc4ccccn4)c23)cc1
0.7	Cc1ccc(NS(=O)(=O)c2cc(Br)cnc2N)cc1C
-1.0	Cc1nc2ccccc2c(=O)n1NC(=O)c1cc(Br)ccc1Cl
0.9	COCCNC(=O)CC(=O)N/N=C/c1cccc(C(=O)OC)c1
17.6*	CCOC(=O)C1CCN(C(=O)CN(c2ccc3c(c2)OCO3)S(C)(=O)=O)CC1
0.6	Cc1ccc(NC(=O)c2ccc(=O)[nH]c2)cc1S(=O)(=O)N1CCCCCC1
0.2	c1ccc(COc2ncnc3c2ncn3CCCNCCN2CCOCC2)cc1
0.3	CCC(C)n1c(SCc2ccccc2)nc2ccsc2c1=O (stereo not drawn)
-1.6	COC(=O)[C@@H](NC(=O)NC1CCCCC1C)C(C)C (stereo partly drawn)
-1.5	O=c1c2cc3cc(Cl)ccc3nc2ncn1Cc1ccc(Oc2ccccc2)cc1
-1.2	CCOC(=O)C1=C(c2cccc(Oc3ccccc3)c2)NC(=S)NC1C (stereo not drawn)
3.1	Cc1oc(-c2cccc(C(F)(F)F)c2)nc1CN1CCC[C@H]1CO
5.1	CCN(CC)S(=O)(=O)c1ccc2oc(C(=O)O)c(C)c2c1
-2.0	O=C(Nc1ccon1)c1nc[nH]c1C(=O)NCc1ccccc1
-0.5	CCNC(=O)C1(C)CCN1CCS(=O)(=O)c1ccc(C)cc1 (stereo not drawn)

# Structural class, the compounds so far containing fluorine
TTR transcr act	smiles
3.6	CCC1(c2ccc(F)cc2)NC(=O)N(CC(=O)N2c3ccccc3NC(=O)CC2C)C1=O (stereo not drawn)
3.1	O=C(O)CCC(=O)N1CCN(c2ccc(C(=O)c3ccc(F)cc3)cc2)CC1
-0.3	O=C(Nc1nc2ccccc2s1)C1CC(=O)N(c2ccc(F)cc2)C1 (stereo not drawn)
-0.7	Nc1cnn(Cc2ccc(F)cc2)c1
1.4	O=C(NC1CCCCN(Cc2ccc(Cl)cc2)C1=O)c1ccc(F)cc1 (stereo not drawn)
0.4	Cc1nn(Cc2ccc(Cl)cc2Cl)c(Cl)c1/C=C/C(=O)OCC(=O)NCC(F)(F)F
2.3	Cc1cccc(C(=O)Nc2cc(OCc3cccc(F)c3)c(Cl)cc2Cl)c1
3.1	Cc1oc(-c2cccc(C(F)(F)F)c2)nc1CN1CCC[C@H]1CO

# (next part)
TTR transcr act	smiles
0.0	COCCNc1nc2c(S(=O)(=O)c3cc(C)ccc3C)nnn2c2ccccc12
2.1	O=C(Nc1ccc(Nc2ccccc2)cc1)c1ccc(Cl)cc1[N+](=O)[O-]
-0.3	O=c1ccc(-c2ccc(S(=O)(=O)NCC3CCN(Cc4ccccc4F)CC3)s2)n[nH]1
1.8	CS(=O)(=O)N1CCN(c2ccc([N+](=O)[O-])c(NCc3ccc(Cl)cc3)c2)CC1
-1.2	O=C(c1cc2cc([N+](=O)[O-])ccc2oc1=O)N1CCN(c2ncccn2)CC1
-6.1	CCOC(=O)c1[nH]c2ccc(OCC)cc2c1NC(=O)CN1CCN(c2ccccn2)CC1
-3.3	O=S(=O)(c1ccccc1)N1N=C(c2ccc(Cl)cc2)CC1c1ccco1 (stereo not drawn)
1.0	Cc1[nH]c2ccccc2c1C(=O)C(=O)N1c2ccccc2CC1C (stereo not drawn)
1.6	CCOc1ccc2nc(NCCNC(=O)C(C)C)c(C)cc2c1
-0.6	CC(=O)N1N=C(c2ccncc2)OC12CCCCCC2
0.4	Cn1nccc1C(=O)Nc1ccc(Cl)cc1
0.2	O=C(COC(=O)C1COc2ccccc2O1)c1ccccc1 (stereo not drawn)
-0.7	CCOc1ccc(CNC(=O)c2ccc(Sc3ccc(Cl)cc3)c(NC(C)=O)c2)cc1OC
-1.2	Cc1cc(-n2nc(C)cc2C)n2nc(C)c(-c3ccc(Cl)cc3)c2n1
-1.1	COc1ccc(-c2[nH]c(-c3ccc(SC)cc3)nc2SCC(=O)Nc2nccs2)cc1
-0.9	O=C(/C=C/c1ccccc1)Nc1cccnc1Oc1ccccc1F
-2.2	CCc1noc(C)c1C(=O)Nc1ncc(C)s1
-2.9	CN1CCN(C(=O)c2cnn(-c3ccccc3)c2NC(=O)c2ccccc2F)CC1
-1.3	Cc1ccc(C(=O)OCC(=O)Nc2cccc(S(=O)(=O)NC3=NCCCCC3)c2)c(C)c1
-1.0	CC(=O)Nc1cnc(NC(=O)c2cccc(F)c2)cc1C
-1.2	CSCC(=O)NC1CCCc2c1cnn2-c1ccc(C)c(C)c1 (stereo not drawn)
-1.5	CCOC(=O)[C@@]12CCCC=C1N(CCc1ccc(Cl)cc1)C(=O)[C@H]2CC(=O)NCCCCc1ccccc1
1.8	CCOC(=O)c1c(S(=O)(=O)NCCc2ccccc2)c(C)n(C)c1C
